C2C12 statin – suppressors of statin myotoxicity in C2C12 myotubes, primary screen, cell-based, single point, plate reader; C2C12 myotubes + simvastatin, ATP luminescence, 48 h; scaled: DMSO 0, geranylgeraniol control 100; rescue of ATP level, % at 7.49 µM; 330,000 tested, 0.78% active; AID 602340, 2012;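 active = mean ATP rescue above about 67%, or every replicate alone reaching that limit, limit read from the data, passing the limit was not always enough; inconclusive = no clear call, values can overlap the other calls; inactive = mean under the limit and some replicate under it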;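 note: myotubes were challenged with 10 µM simvastatin during compound exposure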
PAX8 inh HTS – inhibitors of PAX8-driven TPO luciferase reporter, primary screen, RMG-I cells, single concentration; SteadyGlo, 24 h; inhibition, % at 12.6 µM; 360,000 tested, 1.2% active; AID 652154, 2013;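 active = mean replicate inhibition at least 60% with every replicate also reaching 60%; inconclusive = only one of the two criteria is met; inactive = mean below 60% and not all replicates reaching 60%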;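 note: luciferase light reporting Pax8 driven TPO promoter activity; plate controls were median of neutral control wells for no effect and mitoxantrone controls for full effect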
INS-1E GSIS act – GLuc luminescence reporter in INS-1E cells, primary screen for activators of glucose-dependent secretion of insulin; INS-1E GLuc reporter insulin secretion, 2-3 h; activation, % at 16.6 µM; 370,000 tested, 0.61% active; AID 743287, 2014;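 active = lowest replicate activation of at least 40%, so every replicate reaches that level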;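 note: 0% = median of neutral control wells and 100% = median of IBMX positive control wells; some compounds called inactive have numbers as strong as hits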
PGC1a acetyl inh – inhibitors of PGC1a acetylation signal, primary screen, cell-based, U2OS, AlphaScreen, inhibitor mode | AlphaScreen anti-acetyl-lysine; with virally co-expressed GCN5 acetyltransferase | inhibition, % at 15.6 µM | 350,000 tested, 0.17% active | AID 651687, 2012;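 active = every replicate shows inhibition of at least 40%; inconclusive = mean inhibition at least 40% but some replicate below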;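 note: 0% = neutral control wells and 100% = positive control wells; some results beyond the cut were filed as inactive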
Cneo AK release – Cryptococcus neoformans cell lysis inducers, primary screen, AK release luminescence, single concentration; C. neoformans lysis, adenylate kinase release luminescence, 4 h; normalised: neutral wells 0, clomiphene wells 100; lysis activity, % at 15 µM; 360,000 tested, 0.2% active; AID 651654, 2012;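 active = mean lysis activity across replicates of at least 80%, whatever share of replicates individually reach that level; inactive = mean lysis activity below 80%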
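Material – log-phase Cryptococcus neoformans yeast cells · Input – 5 × 10^6 yeast cells/mL · Medium – fresh YPD growth medium · Doses – single compound concentration per well · Timing – static 4 h at 37 °C with compound, 1 h detection · Detection – adenylate kinase release luminescence · Read-out – signal increase indicating cell lysis · Control set – Clomiphene as positive lysis control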
ARNT TACC3 PPI – disruptors of ARNT/TACC3 protein interaction, primary screen, biochemical, AlphaScreen, single concentration | inhibition, % at 9.99 µM | 390,000 tested, 0.66% active | Transforming acidic coiled-coil-containing protein 3 (Homo sapiens), Q9Y6A5 | AlphaScreen His-ARNT PAS-B/GST-TACC3 binding, luminescence; TACC3 fragment carries E629A point mutation | AID 623870, 2012;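 active = mean inhibition of replicates at least 50% and at least half of replicates each reaching 50%; inconclusive = half or more replicates reach 50% but mean below 50%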;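 note: 0% = complete ARNT plus TACC3 wells and 100% = ARNT alone without TACC3; many hits fall short of the cut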
PglD inh – C. jejuni PglD acetyltransferase inhibitors, primary screen, biochemical, DTNB colorimetric, single point. inhibition, % at 12.5 µM. UDP-N-acetylbacillosamine N-acetyltransferase PglD (Campylobacter jejuni). purified PglD enzyme, DTNB colorimetric CoA detection. 360,000 tested, 0.098% active; in the data active = inhibition above about 16%, passing the limit was not always enough; inconclusive = no clear call, values can overlap the other calls; note: strong numbers were not always called active
LGR2 inh – inhibitors of bursicon-induced LGR2 CRE-luciferase signal, primary screen, cell-based, HEK293, CRE-luciferase reporter, bursicon stimulation; Drosophila bursicon receptor LGR2 (rickets); bursicon-stimulated, 4 h; inhibition, % at 9.99 µM; 380,000 tested, 0.35% active;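 active = drop in luminescence signal, shown as inhibition above about 50% in the replicate tests, limit read from the data, passing the limit was not always enough; inconclusive = probably only some replicates passing the limit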;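 note: agonist challenge used bursicon conditioned medium at about half maximal strength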
An asterisk follows results filed as active; ? = inconclusive; . = no result given.

SMILES	C2C12 statin	PAX8 inh HTS	INS-1E GSIS act	PGC1a acetyl inh	Cneo AK release	ARNT TACC3 PPI	PglD inh	LGR2 inh
COc1ccc2cc(S(=O)(=O)c3ccccc3)c(=O)oc2c1	.	25	-2	-12	0	-3	4	5
CN(CC(=O)Nc1ccc(N2CCOCC2)cc1)C(=O)CSc1ccc(F)cc1	10	-6	22	.	0	1	2	-26
N#C[C@H]1[C@H](c2ccccc2)[C@@H](CO)N1C(=O)CN1CCOCC1	-2	5	-3	-3	-3	-42	1	11
COc1ccc(CN(C)[C@H]2C[C@H]3c4[nH]c5ccccc5c4CCN3C[C@H]2[C@H](C)O)cc1	-1	-19	-6	-10	4	.	3	-6
CCC(=O)Nc1cccc(NC(=O)c2ccc3c(c2)OCO3)c1	-1	.	.	-1	-3	2	2	.
CN1C(=O)CC(N2CCN(C(=O)CN3CCCC3)CC2)C1=O (configuration not stated)	2	0	.	.	0	-3	-3	.
COc1ccccc1-c1cc(NC=O)c2ncc(-c3cccc(C(=O)N(C)C)c3)n2c1	-10	?	-39	-25	0	.	-13	12
Cc1ccc(C(=O)N2CC(C)OC(C)C2)c(Cl)c1 (configuration not stated)	-2	.	.	6	-1	-8	-3	.
CCCCC(=O)Nc1ccc(C(=O)Nc2nc(CC(=O)OCC)cs2)cc1	.	.	.	-12	-8	-1	3	.
Clc1ccc(Sc2ccc(/C=N/n3cnnc3)o2)cc1	-4	.	.	-14	3	-6	-14	.
Cn1c(C(=O)OCC(=O)NCc2cccs2)cc2sccc21	-5	.	3	.	.	13	.	-19
C[C@@H]1CN([C@H](C)CO)C(=O)c2cc(NC(=O)NC3CCCCC3)ccc2O[C@@H]1CN(C)S(=O)(=O)c1ccc(F)cc1	-33	-1	-4	-3	41	1	3	-12
C=CCOc1ccc(C(=O)Nc2ccccc2C(=O)NCc2cccnc2)cc1	.	4	-1	5	-1	1	0	-1
CCNC(=O)c1ccc2c(c1)C1C3CCC(C3)C1C(c1ccccc1)N2 (configuration not stated)	.	8	-35	.	.	0	.	-3
O=C1NC(=S)NC1=Cc1ccc(Cl)cc1Cl	-10	9	.	4	-1	-5	1	2
COc1ccc(-n2ccnc2SCC(=O)NCc2ccc(F)cc2)c(OC)c1	-1	11	-7	1	1	26	-1	-15
CNc1cc(N2CCCCCC2)ccc1[N+](=O)[O-]	-32	.	20	-3	-1	15	1	-9
CCn1cc(-c2nnnn2-c2ccc(Cl)cc2)c(=O)c2ccccc21	7	-1	4	15	2	-3	2	.
Cc1cc(C)c2c(CN3CCC(C)CC3)cc(=O)oc2c1	-9	-24	4	.	2	-8	4	-10
CCN(CC(=O)Nc1ccc(NC(C)=O)cc1)C(=O)CC1OC(=O)c2ccccc21 (configuration not stated)	2	-12	1	.	-2	-7	0	-6
C[C@@H]1CN([C@@H](C)CO)C(=O)c2cccc(NC(=O)CCCCCC(=O)Nc3ccccc3N)c2O[C@H]1CN(C)CC1CCCCC1	.	35	17	-6	.	.	.	-6
CCn1cc(CNC(=O)CC2C(=O)NCCN2CC(c2ccccc2)c2ccccc2)cn1 (configuration not stated)	.	2	-5	5	.	8	.	27
COc1cccc(-c2cc3nc4c(c(NCC(C)(C)CN(C)C)n3n2)CCCC4)c1	.	-120	-22	.	.	11	.	43
CCn1nc(C)c(CNC(=O)c2cc(COc3ccc(C)nc3)on2)c1C	6	13	12	8	0	-1	2	5
CCOC(=O)c1c(-c2ccc(F)cc2)csc1NC(=O)CCN1CCOCC1	.	18	-7	.	7	2	2	2
Cc1ccc(COc2ccsc2C(=O)NN)cc1	.	-19	-1	-2	.	-10	.	1
O=C(Nc1nnc([C@@H]2O[C@H](CO)[C@@H](O)[C@H]2O)s1)Nc1cccc2c1CCCC2	9	-7	4	4	-1	.	-1	-1
CC=Cc1ccc2n(c1=O)C[C@@H]1[C@@H](CO)[C@H](C(=O)NCc3cc(F)cc(F)c3)[C@H]2N1S(C)(=O)=O (mixture of isomers)	2	.	0	.	1	-6	-1	2
C[C@@H]1CN([C@H](C)CO)C(=O)Cc2cc(NC(=O)Nc3ccc(C(F)(F)F)cc3)ccc2O[C@@H]1CN(C)Cc1ccc(C(=O)O)cc1	-27	-1	-3	8	-1	-13	1	-1
COc1cccc(CNC(=O)C2(C)CCCN2C(=O)C(C)C)c1 (configuration not stated)	1	6	6	7	-1	.	-4	-7
COC(=O)c1ccc(OCC(O)CN2CCN(C(=O)c3ccco3)CC2)c(OC)c1 (configuration not stated)	-2	4	49	.	-1	-4	-5	-6
COc1ccc(OCC(O)Cn2cnc(-c3ccc(Br)cc3)c2)cc1 (configuration not stated)	15	.	.	-17	2	0	0	.
CCOC(=O)c1oc2ccccc2c1CSc1nnnn1-c1ccc(C)cc1	-2	.	-2	-40	-2	-3	17	3
O=C(CN1C(=O)NC(c2ccccc2)(c2ccccc2)C1=O)NCC(=O)Nc1ccc(F)cc1	6	8	-9	-8	0	.	5	5
C[C@@H]1CN([C@H](C)CO)C(=O)c2cc(NC(=O)CCC(F)(F)F)ccc2O[C@@H](C)CCCCO[C@@H]1CN(C)S(C)(=O)=O	43	-18	9	-6	38	-9	-1	5
c1cncc(CSc2ccc(-c3ccc4c(c3)OCO4)nn2)c1	2	-103	0	4	-2	3	-1	-45
COc1ccc2c(c1)O[C@@]1(CCCC[C@@H]1C)CC2=O	16	5	-4	1	-4	-1	2	-5
CCCCn1cnc2c([nH]c3cc(OC)ccc32)c1=O	5	.	.	-10	3	.	6	.
CCCn1c(SCc2ccccn2)nc2c1c(=O)n(C)c(=O)n2C	9	.	.	6	1	-3	-1	.
CCCCN(C)Cc1c(C)[nH]c2ccc(OCC)cc2c1=O	-12	8	.	-4	0	.	-4	-1
CC(C(=O)N1CCc2ccccc21)n1cccc1 (configuration not stated)	.	-8	.	9	0	4	-5	.
CC(C)Cc1nnc(NC(=O)CCC(=O)N2CCN(c3ccccc3F)CC2)s1	-24	-10	-2	-9	3	-3	0	1
C/C(=N\NC(=S)NC(C)C)c1cccc([N+](=O)[O-])c1	.	-10	-11	.	0	4	6	13
CN1CCN(C(=O)C[C@@H]2C[C@H]3c4cc(NS(=O)(=O)c5ccc(F)cc5)ccc4O[C@H]3[C@@H](CO)O2)CC1	0	6	9	3	5	-5	-9	7
COc1ccc(/C(C)=N/N2C(=O)c3ccccc3NC2c2ccc(O)c(OC)c2)cc1 (configuration not stated)	9	-46	9	.	0	-1	8	-61
Cc1ccc2c(c1)CO[C@@]21O[C@H](CCO)C[C@H](O)[C@H]1O	12	-1	24	4	-3	.	-4	-4
COc1ccc(NC(=O)CSc2ccc3nnc(-c4cccnc4)n3n2)cc1OC	.	.	-1	.	3	1	1	-9
CCOC(=O)c1c(C)[nH]c(C(=O)OCC(=O)c2ccc(OC)cc2OC)c1C	-2	-7	13	.	.	-1	.	-4
CC(=O)Nc1ccc(NC(=O)CSc2nnnn2-c2ccc(F)cc2)cc1	-4	-4	9	12	-2	-4	1	13
C[C@H]1CN([C@@H](C)CO)C(=O)c2cc(NC(=O)Nc3ccccc3)ccc2O[C@H]1CN(C)Cc1ccc2c(c1)OCO2	-47	-10	-24	-2	1	-1	-1	8
Cc1ccc(S(=O)(=O)Nc2cccc3c2O[C@@H](CN(C)S(=O)(=O)c2ccccc2)[C@@H](C)CN([C@H](C)CO)C3=O)cc1	-4	49	-12	-5	-4	.	2	1
Cc1ccc(-c2cc(C(=O)NCCCn3ccnc3)c3cc(Br)ccc3n2)o1	.	.	.	22	2	-4	1	.
CC(=O)c1ccc(N2CCN(S(=O)(=O)c3ccc4c(c3)NC(=O)CC(=O)N4)CC2)cc1	14	-60	15	-8	0	-1	-2	-20
COc1ccc(N2CCN(C3CC(=O)N(Cc4ccccc4)C3=O)CC2)cc1 (configuration not stated)	8	10	1	6	1	4	2	-13
N#Cc1nc(Cc2cccc3ccccc23)oc1NCCN1CCCCC1	-15	.	4	13	1	2	-6	.
C=CCc1cccc2cc(C(=O)Nc3ccccc3C(=O)O)c(=O)oc12	.	22	-26	-21	.	30	.	16
Cc1ccccc1OCCn1c(C)nc2ccccc21	10	29	-42	6	5	-4	5	-1
C[C@H](CO)N1C[C@H](C)[C@@H](CN(C)C(=O)Nc2ccc3c(c2)OCO3)Oc2ccc(NC(=O)Nc3ccc4c(c3)OCO4)cc2CC1=O	.	2	0	1	.	.	.	-8
CCOc1cc(C(=O)Nc2ccccc2N2CCOCC2)ccc1OCC(=O)N1CCOCC1	-5	15	14	3	-3	-15	0	1
O=c1oc(-c2ccc(O)c(O)c2)cc2cccc(O)c12	-4	.	-6	10	-25	-42	1	-89

Another view of some results above:
smiles: C[C@H](CO)N1C[C@H](C)[C@@H](CN(C)C(=O)Nc2ccc3c(c2)OCO3)Oc2ccc(NC(=O)Nc3ccc4c(c3)OCO4)cc2CC1=O
- C2C12 statin = .
- PAX8 inh HTS = 2
- INS-1E GSIS act = 0
- PGC1a acetyl inh = 1
- Cneo AK release = .
- ARNT TACC3 PPI = .
- PglD inh = .
- LGR2 inh = -8

smiles: CCOC(=O)c1c(C)[nH]c(C(=O)OCC(=O)c2ccc(OC)cc2OC)c1C
- C2C12 statin = -2
- PAX8 inh HTS = -7
- INS-1E GSIS act = 13
- PGC1a acetyl inh = .
- Cneo AK release = .
- ARNT TACC3 PPI = -1
- PglD inh = .
- LGR2 inh = -4

smiles: CCOc1cc(C(=O)Nc2ccccc2N2CCOCC2)ccc1OCC(=O)N1CCOCC1
- C2C12 statin = -5
- PAX8 inh HTS = 15
- INS-1E GSIS act = 14
- PGC1a acetyl inh = 3
- Cneo AK release = -3
- ARNT TACC3 PPI = -15
- PglD inh = 0
- LGR2 inh = 1

smiles: C=CCc1cccc2cc(C(=O)Nc3ccccc3C(=O)O)c(=O)oc12
- C2C12 statin = .
- PAX8 inh HTS = 22
- INS-1E GSIS act = -26
- PGC1a acetyl inh = -21
- Cneo AK release = .
- ARNT TACC3 PPI = 30
- PglD inh = .
- LGR2 inh = 16

High-throughput results deposited in PubChem by Broad Institute.

No enrichment for hits; 2.9% or so of the library scored in one or more.
